Screening data: PubChem BioAssay, several laboratories
LMPTP block – blocks human LMPTP phosphatase; actives 0.22% (n = 360,000); inhibition, % at 20 µM; recombinant LMPTP-A, OMFP fluorogenic substrate, fluorescence intensity; P24666;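 active = compounds that cut the enzyme signal by at least half of the control window in the single-dose screen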;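 note: plate controls were DMSO wells with enzyme plus substrate for no effect and substrate without enzyme for full effect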
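Test system – LMPTP-A enzyme · Amount – LMPTP-A at 0.625 nM final in the reaction · Buffer or medium – Bis-Tris pH 6.0, DTT, detergent · Reagent – OMFP 400 µM · Doses – single 20 µM dose · Schedule – reaction 50 min, room temperature, dark · Detection – fluorescence intensity of OMFP turnover product · Evaluation – percent inhibition versus substrate-only and uninhibited controls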
DNMT1 inh – blocks human DNA methyltransferase DNMT1 | P26358 | DNMT1 molecular beacon, Hinp1I cleavage, fluorescence | inhibition (reported as % activation of signal), % at 10 µM | actives 0.83% (n = 360,000) | AID 588458; in the data active = inhibition above about 50%
CSN inh – blocks human CSN-mediated cullin deneddylation; Q92905; inhibition, % at 12.5 µM; Purified CSN, SCF-Nedd8-OG deneddylation, fluorescence polarization; actives 0.38% (n = 360,000); AID 651999;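 active = pattern-corrected inhibition above about 35%, with an unprinted fluorescence ratio check between 0.5 and 1.5, limit read from the data, passing the limit was not always enough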;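 note: 0% = enzyme with substrate and 100% = substrate without enzyme; some results filed as inactive read as strong as hits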
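Test system: Human Csn5 produced in HEK293T cells | Compound: 12.5 µM single point | Times: 90 min, room temperature | Signal: Fluorescence polarization readout | Read-out basis: % inhibition of substrate cleavage by Csn5 | Controls: no-enzyme wells high, enzyme-with-substrate wells low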
STEP inh – STEP (human) phosphatase inhibition; inhibition, % at 20 µM; P54829; AID 588621; recombinant STEP, OMFP fluorogenic substrate, fluorescence; actives 0.25% (n = 360,000);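 active = inhibition at 20 µM, scaled per plate between control wells, above about 37%, limit read from the data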;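 note: 0% = DMSO with enzyme and substrate and 100% = substrate only without enzyme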
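Test system: STEP tyrosine phosphatase / Reagent: OMFP at 25 µM / Doses: 20 µM, 1% DMSO / Read-out: percent inhibition scaled to no-enzyme and uninhibited-enzyme controls, plate-pattern corrected / Detection: FITC-channel fluorescence of OMFP product / Medium: Bis-Tris buffer pH 6.0, 2.5 mM DTT, 0.005% Tween 20 / Schedule: 20 min at room temperature, dark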
NadD block – inhibitors of Staphylococcus aureus NadD; AID 602399; inhibition, % at 20 µM; purified NadD enzyme, colorimetric absorbance read-out; actives 0.78% (n = 360,000); in the data active = inhibition above about 26%; note: some compounds past the cut are filed as inactive
Rpn11 inh – blocks the human proteasome subunit Rpn11; human 26S proteasome, Ub4-pepOG fluorescence polarization; 20S core pre-blocked with epoxomicin; calls only at 20 µM; actives 0.59% (n = 360,000); AID 588493;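 active = inhibition at 20 µM, scaled to each plate's controls, above about 33%, limit read from the data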
SUMO1 PPI mod – SUMO1-SIM interaction modulation | SUMO1 binding to a labelled peptide, TR-FRET, 1 h | inhibition, % at 20 µM | actives 0.33% (n = 360,000) | AID 602429; in the data active = inhibition above about 37%
Rin1 Abl inh – inhibitors of human Rin1-Abl protein interaction | TR-FRET Rin1/Abl binding, biochemical | inhibition, % at 7.35 µM | actives 0.4% (n = 360,000) | AID 588664; in the data active = inhibition above about 5%, passing the limit was not always enough
Target sequence (P00519 whole entry, looked up): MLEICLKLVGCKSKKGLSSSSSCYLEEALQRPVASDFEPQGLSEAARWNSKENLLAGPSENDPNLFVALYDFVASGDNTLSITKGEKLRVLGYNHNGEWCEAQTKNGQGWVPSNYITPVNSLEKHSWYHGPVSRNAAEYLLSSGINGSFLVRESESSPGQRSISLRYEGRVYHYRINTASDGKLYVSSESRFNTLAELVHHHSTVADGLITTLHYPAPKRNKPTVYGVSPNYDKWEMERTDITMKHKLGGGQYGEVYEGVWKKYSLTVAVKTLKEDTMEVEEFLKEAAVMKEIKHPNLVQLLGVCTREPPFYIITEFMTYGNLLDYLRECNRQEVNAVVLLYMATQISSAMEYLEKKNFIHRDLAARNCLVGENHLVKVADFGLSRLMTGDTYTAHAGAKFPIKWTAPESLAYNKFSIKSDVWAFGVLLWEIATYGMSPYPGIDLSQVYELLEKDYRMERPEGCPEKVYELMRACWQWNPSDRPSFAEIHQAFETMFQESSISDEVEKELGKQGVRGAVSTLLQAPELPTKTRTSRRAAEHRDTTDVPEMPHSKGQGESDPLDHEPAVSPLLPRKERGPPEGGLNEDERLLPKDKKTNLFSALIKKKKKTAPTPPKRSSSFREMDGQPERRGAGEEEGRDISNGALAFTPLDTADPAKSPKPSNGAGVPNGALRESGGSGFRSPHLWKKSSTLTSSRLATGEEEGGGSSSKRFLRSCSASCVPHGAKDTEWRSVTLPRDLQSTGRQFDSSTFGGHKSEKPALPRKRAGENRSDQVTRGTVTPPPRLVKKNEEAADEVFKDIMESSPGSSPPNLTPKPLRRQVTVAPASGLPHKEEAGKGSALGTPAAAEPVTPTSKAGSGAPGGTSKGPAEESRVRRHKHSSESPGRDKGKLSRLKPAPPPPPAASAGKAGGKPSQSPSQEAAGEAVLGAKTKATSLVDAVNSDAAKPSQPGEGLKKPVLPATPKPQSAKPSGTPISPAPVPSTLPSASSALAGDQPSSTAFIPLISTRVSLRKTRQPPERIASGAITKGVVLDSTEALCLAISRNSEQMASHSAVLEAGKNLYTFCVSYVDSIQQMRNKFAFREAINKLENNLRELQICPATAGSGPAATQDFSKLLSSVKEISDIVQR
Target sequence (Q13671 whole entry, looked up): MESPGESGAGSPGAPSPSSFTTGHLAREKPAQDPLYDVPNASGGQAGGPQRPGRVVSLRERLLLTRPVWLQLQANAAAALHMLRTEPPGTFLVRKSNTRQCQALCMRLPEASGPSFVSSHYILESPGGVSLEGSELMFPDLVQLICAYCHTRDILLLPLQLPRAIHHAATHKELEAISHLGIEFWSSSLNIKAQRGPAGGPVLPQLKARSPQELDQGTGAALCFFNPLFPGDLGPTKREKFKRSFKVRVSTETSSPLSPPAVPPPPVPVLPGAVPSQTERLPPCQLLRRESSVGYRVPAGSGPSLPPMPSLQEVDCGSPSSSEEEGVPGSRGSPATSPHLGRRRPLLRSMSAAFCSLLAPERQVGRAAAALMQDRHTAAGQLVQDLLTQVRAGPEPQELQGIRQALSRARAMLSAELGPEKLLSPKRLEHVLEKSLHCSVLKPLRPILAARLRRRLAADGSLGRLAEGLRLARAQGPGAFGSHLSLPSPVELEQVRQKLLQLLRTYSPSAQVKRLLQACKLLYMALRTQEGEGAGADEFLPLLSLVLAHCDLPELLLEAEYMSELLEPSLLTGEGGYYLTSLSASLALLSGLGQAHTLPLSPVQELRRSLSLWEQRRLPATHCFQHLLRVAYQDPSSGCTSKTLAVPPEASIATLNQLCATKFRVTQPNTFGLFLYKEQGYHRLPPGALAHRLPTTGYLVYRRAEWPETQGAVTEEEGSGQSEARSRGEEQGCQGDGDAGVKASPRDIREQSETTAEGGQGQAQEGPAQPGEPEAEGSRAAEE
Neddylation inh – blocks human cullin neddylation; calls only at 25 µM; actives 0.58% (n = 360,000); TR-FRET cullin neddylation, biochemical; in the data active = inhibition above about 36%
Scp1 inh – inhibitors of human Scp-1 phosphatase. Q9GZU7. Recombinant Scp1, phosphopeptide, malachite green phosphate absorbance. inhibition, % at 20 µM. actives 0.88% (n = 340,000). AID 493091;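 active = inhibition above about 50% at 20 µM, limit read from the data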;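 note: plate controls were DMSO wells with enzyme for no effect and wells lacking enzyme for full effect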
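Test system: SCP-1 phosphatase catalytic domain, residues 76-261 | Compound dosing: One concentration, 20 µM, with 1.0% DMSO | Schedule: 45 min room-temperature reaction, 5 min colour, 30 min stabiliser | Detection: Absorbance at 630 nm | Read-out basis: % inhibition of SCP-1 phosphate liberation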
Starred values were filed as active, the others as inactive; i = inactive; . = not tested or not shown.

SMILES	LMPTP block	DNMT1 inh	CSN inh	STEP inh	NadD block	Rpn11 inh	SUMO1 PPI mod	Rin1 Abl inh	Neddylation inh	Scp1 inh
O=C(O)COc1ccc2occ(C(=O)c3ccccc3)c2c1	-0.2	0	-2	1	5	i	3	-2	i	-10
Cc1cccc(N2CCN(C(=O)c3cc4c(=O)[nH]c5ccccc5c4n3C)CC2)c1C	4.2	-7	1	-1	25	i	3	-2	i	0
COCCNC(=O)c1ccccc1NC(=O)c1ccccc1N(C)S(C)(=O)=O	-1.5	2	-1	4	2	i	0	3	i	-2
O=C(CN1CCOCC1)Nc1ccc(Cl)cc1	-1.3	-5	4	-1	-7	i	0	-2	i	1
Cc1ccc(-n2nc3c([n+]2[O-])CCc2c-3no[n+]2[O-])cc1	-1.6	5	1	-3	-5	i	-17	-2	i	-5
COc1cc(OC)c(C2SCCCS2)cc1OC	-2.0	3	2	2	-6	i	2	3	i	-8
Cc1ccc(S(=O)(=O)Nc2cccc3ncccc23)cc1	1.6	-1	3	0	0	i	-4	-2	i	2
O=C(N/N=C/c1ccccc1F)c1csc2c1CCCC2	0.0	-1	4	-1	1	i	-3	-1	i	0
CC1(C)N=C2C(=[N+]1[O-])CCC/C2=N\O	-0.8	-3	5	-2	0	i	-4	-1	i	-2
N#CCOC(=O)c1cc(S(=O)(=O)N2CCCCC2)ccc1N1CCOCC1	-1.5	6	1	2	-3	i	-1	1	i	-7
COc1ccc(C(=O)NC2CCN(CC(=O)Nc3cccc(OC)c3)CC2)cc1	-0.4	-5	1	-1	-1	i	3	1	i	-2
CCCn1c2ccccc2c2nnc(SC(CC)C(=O)Nc3sc4c(c3C#N)CCCC4)nc21 (stereo not drawn)	2.4	-2	5	2	17	i	-6	1	i	2
O=C(COC(=O)C1COc2ccccc2O1)Nc1cccc(Cl)c1 (stereo not drawn)	0.4	5	0	2	-5	i	2	5	i	-10
COC(=O)c1ccc(CN2CCC(CO)(Cc3ccccc3Cl)CC2)cc1	-0.8	-7	-6	0	-7	i	-2	4	i	-7
CC(C)c1csc(CN2CCN(Cc3ccc(F)c(F)c3)C(CCO)C2)n1 (stereo not drawn)	-1.4	-1	5	3	4	i	0	2	i	-7
COc1ccc(CCNC(=O)c2[nH]c(C)c(C(C)=O)c2C)cc1	-0.4	-10	1	1	-5	i	-5	0	i	-1
O=C1N=c2ccccc2=C1c1sc(=S)n(-c2ccc(O)cc2)c1O	3.8	-8	5	-2	13	i	-6	-1	i	-16
COc1ccc(NS(=O)(=O)c2cc(NC(=O)C3CCCCC3)ccc2N2CCOCC2)cc1	-0.5	-1	-11	-2	6	i	22	-1	i	-6
Cc1ccc(CCN2CC(C(=O)NCCN3CCCCCC3)CC2=O)cc1 (stereo not drawn)	-5.5	-4	4	-5	3	i	-5	1	i	-27
COc1ccc(OC)c(-c2nnc3n2N=C(c2ccc(OC)c(OCC4CC4)c2)CS3)c1	5.5	-7	1	2	18	i	3	-1	i	11
Cc1c(C(=O)/C=C/N(C)C)nnn1-c1ccc(Cl)cc1Cl	-0.4	-1	-5	1	5	i	0	1	i	8
CC1CCCCN1C(=O)c1ccc(C(=O)Nc2ccc(F)cc2)cc1 (stereo not drawn)	-0.4	3	1	-4	-5	i	-4	2	i	-11
CCc1ccc(NC(=O)NC2CCCCCCC2)cc1	0.1	5	-4	-2	-1	i	-3	1	i	-12
CCCCCCCCN1C(=O)[C@H](CC(=O)N2CCOCC2)C[C@@]2(C(=O)OC)CC(C)(C)CC=C12	2.4	.	3	.	.	.	-3	.	i	.
CN1CCN(Cc2nc3ccccc3c(=O)n2Cc2nc(-c3cccc([N+](=O)[O-])c3)cs2)CC1	4.5	-17	-1	43*	6	i	-19	4	i	-3
CNS(=O)(=O)c1cnccc1N1CCN(c2cccc(C)c2)CC1	-2.9	-1	-1	-3	-1	i	-1	-1	i	-11
Clc1ccc2c(NCCNC3CCCCC3)ccnc2c1	4.7	17	3	0	-8	i	-7	2	i	-12
CC(C)(CO)CNC(=O)c1ccc2nc(Cc3cccc(Cl)c3)oc2c1	-1.2	0	-2	-1	-3	i	0	-2	i	-12
COc1ccc(C2c3c(ncn(CCCN4CCOCC4)c3=N)Oc3ccc4ccccc4c32)cc1OC (stereo not drawn)	-1.8	-11	2	2	-5	i	-5	3	i	-3
COc1cccc(CC(NC(C)=O)C(=O)NC2CCN(C(=O)NCc3ccccc3)CC2)c1 (stereo not drawn)	-0.7	0	-3	-1	-2	i	0	2	i	-10
O=C(COC(=O)C1=COCCO1)NCCCc1ccccc1	-1.0	1	2	-5	3	i	-2	-4	i	-1
Cc1nc2ccccc2n1CC(=O)NCc1ccccc1	-0.2	-1	5	-2	-7	i	-2	0	i	-6
O=C1CCC[C@@H]2Cc3nc4ccccc4cc3[C@@H]3CCN1[C@H]23	0.0	2	-3	2	1	i	-7	5	i	-6
COc1ccc(N(C)S(=O)(=O)c2cccc(C(=O)Nc3nnc(C4CC4)s3)c2)cc1	-0.5	-3	-7	0	0	i	10	-4	i	-3
Cc1ccc(Cl)cc1N1CCN(S(=O)(=O)c2ccc(-c3ccc(=O)[nH]n3)o2)CC1	0.7	1	5	0	8	i	-50	-3	i	1
CC(=O)NNS(=O)(=O)c1ccccc1[N+](=O)[O-]	-2.9	42	-8	-3	-1	i	0	1	i	3
COc1ccc(C(=O)OCC(=O)Nc2ccc(Cl)c(C(F)(F)F)c2)c(OC)c1OC	4.5	-8	-13	-2	-10	i	5	-1	i	-12
Cc1ccc(C(=O)COC(=O)CCCC(=O)Nc2cc(C(F)(F)F)ccc2Cl)cc1C	4.2	4	-7	1	-5	i	-3	-5	i	-13
Cc1ccc(C(=O)C[n+]2ccccc2C)cc1[N+](=O)[O-]	-4.8	-8	2	0	-5	i	-17	-1	i	-2
CCc1cccc(NC(=O)NC2CCCCC2)c1	-0.5	0	-3	0	-3	i	1	2	i	-2

Entries of single compounds as entered above:
Cc1ccc(Cl)cc1N1CCN(S(=O)(=O)c2ccc(-c3ccc(=O)[nH]n3)o2)CC1 as listed: LMPTP block = 0.7; DNMT1 inh = 1; CSN inh = 5; STEP inh = 0; NadD block = 8; Rpn11 inh = i; SUMO1 PPI mod = -50; Rin1 Abl inh = -3; Neddylation inh = i; Scp1 inh = 1
COc1ccc(N(C)S(=O)(=O)c2cccc(C(=O)Nc3nnc(C4CC4)s3)c2)cc1 as listed: LMPTP block = -0.5; DNMT1 inh = -3; CSN inh = -7; STEP inh = 0; NadD block = 0; Rpn11 inh = i; SUMO1 PPI mod = 10; Rin1 Abl inh = -4; Neddylation inh = i; Scp1 inh = -3
Cc1nc2ccccc2n1CC(=O)NCc1ccccc1 as listed: LMPTP block = -0.2; DNMT1 inh = -1; CSN inh = 5; STEP inh = -2; NadD block = -7; Rpn11 inh = i; SUMO1 PPI mod = -2; Rin1 Abl inh = 0; Neddylation inh = i; Scp1 inh = -6

Other compounds follow:
SMILES	LMPTP block	DNMT1 inh	CSN inh	STEP inh	NadD block	Rpn11 inh	SUMO1 PPI mod	Rin1 Abl inh	Neddylation inh	Scp1 inh
O=C(NCCc1ccc(Cl)cc1)c1cc(=O)[nH]c2ccccc12	0.4	0	2	1	4	i	-2	-3	i	-1
CC(CC(=O)OCC(=O)NCc1ccc(Cl)cc1)c1ccccc1 (stereo not drawn)	0.4	-1	-4	2	1	i	0	2	i	-11
Cc1cc(C(=O)CSc2nnc(-c3ccccc3)o2)c(C)n1CC1COc2ccccc2O1 (stereo not drawn)	1.1	18	3	5	-6	i	0	-1	i	-18
COc1ccc(NC(=O)Cc2cccc(F)c2)cc1S(=O)(=O)Nc1ccccc1Cl	5.1	1	1	1	-9	i	4	-3	i	-12
O=S(=O)(Cc1ccccc1)N1CCCCCC1	-0.8	-3	3	0	-3	i	1	5	i	-9
CCN1CCSc2ccc(C(=O)NCc3cccc(F)c3)cc21	0.8	1	0	1	1	i	0	-2	.	-9
COC(=O)c1sccc1NC(=S)Nc1ccc(F)cc1F	0.3	6	-1	1	-4	i	2	-4	i	-12
Fc1ccc(NC(=S)N2CCn3cccc3C2c2cccnc2)cc1 (stereo not drawn)	-0.7	-2	-2	10	2	i	-4	-1	i	-7
COc1ccc(-c2nc(C#N)c(NCc3ccccc3Cl)o2)cc1OC	0.0	5	-1	-1	-9	i	-1	0	.	-8
CCN1CC2CCCC3(C1)C(=O)NC1(CCCCC1)N=C23 (stereo not drawn)	-2.0	-1	-1	-6	-1	i	5	-1	i	-3
CCCSc1nnc(-c2cccc(S(=O)(=O)N(C)C)c2)n1-c1cc(OC)ccc1OC	-0.3	-8	0	-2	-1	i	1	-1	i	-6
Cc1[nH][nH]c(=O)c1C(c1ccc(-c2ccc(F)cc2)o1)c1c(C)[nH][nH]c1=O	2.8	3	-6	5	5	i	-1	3	i	-10
COc1ccc(CCNc2cc(C)nc3c(-c4ccccc4)cnn23)cc1OC	3.3	-1	-11	-2	-3	i	-1	2	.	0
CN(C)S(=O)(=O)Oc1ccsc1C(=O)Nc1ccc(Cl)cc1	1.3	-4	-3	-3	-12	i	0	-1	i	-11
N/C(=N\OC(=O)c1ccc2c(c1)OCO2)c1ccc(Cl)cc1	-1.0	1	-2	1	0	i	4	-2	i	-5
Cc1nccn1Cc1cccc2ccccc12	22	0	-2	-3	-9	i	-4	0	i	-10
COC(CNC(=O)c1c[nH]c2ccc(S(=O)(=O)N(C)c3ccc(F)cc3)cc2c1=O)OC	-0.9	1	1	1	3	i	28	3	i	-5
Nc1nnc(C(=O)c2ccccc2N)s1	-0.6	0	2	-2	0	i	-15	-8	i	1
CCOC(=O)c1c(NC(=O)C2CCN(S(=O)(=O)c3ccc(Cl)cc3)CC2)sc2c1CCCC2	-0.7	-2	-1	2	12	i	-11	-1	i	-17
COc1ccccc1C(C#N)N1N=C(C)CC1c1ccccc1 (stereo not drawn)	0.7	1	-2	1	5	i	1	-1	i	-5
COc1cccc(NC(=O)CCN2CCN(c3ccccc3F)CC2)c1	-0.8	6	-6	-2	2	i	-2	1	i	-11
COc1ccc(C2c3[nH]c4ccccc4c3C[C@H]3C(=O)N(c4ccccc4C(=O)N4CCC(C(=O)O)CC4)C(=O)N23)cc1 (stereo partly drawn)	-1.0	0	-5	0	12	i	8	2	i	10
Cc1ccc(C(=O)N(CC(C)C)c2c(N)n(Cc3ccccc3)c(=O)[nH]c2=O)o1	5.3	7	0	0	-2	i	-1	3	i	9

An excerpt from above with just Scp1 inh, Rin1 Abl inh and SUMO1 PPI mod.
Molecule,Scp1 inh,Rin1 Abl inh,SUMO1 PPI mod
Cc1nccn1Cc1cccc2ccccc12,-10,0,-4
COC(CNC(=O)c1c[nH]c2ccc(S(=O)(=O)N(C)c3ccc(F)cc3)cc2c1=O)OC,-5,3,28
